TRPN1 ag: zebrafish TRPN1 channel agonists, primary screen, cell-based, HEK293, calcium fluorescence; transient receptor potential cation channel N1 (TRPN1/NompC), Danio rerio; 220,000 compounds, 0.18% hits; HEK293 zebrafish TRPN1-YFP, Fluo-8 calcium fluorescence; 100% = response to 87 µM carbachol; activation, % at 3 µM;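 active means activation above its plate's cutoff, the mean activation of test wells on that plate plus 3 SD, cut at about 19% in these data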;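 further: 0% = DMSO alone and 100% = 87 µM carbachol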
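Material – zebrafish TRPN1-YFP in HEK293 cells · Doses – 3 µM single point · Schedule – dye 1 h 37 °C plus 30 min RT · Signal – Fluo-8 calcium fluorescence, excitation 470-495 nm, emission 515-575 nm · Read-out – % activation versus carbachol response · Control set – carbachol high, DMSO low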
TNF death inh: inhibitors of TNF-alpha triggered necroptosis, primary screen, cell-based, Jurkat FADD-/-, single concentration; Jurkat FADD-/- TNF necroptosis rescue, ATP luminescence, 24 h; 0 = TNF only, 100 = no-TNF cells; activation (protection from cell death), % at 10 µM; 220,000 compounds, 0.068% hits; AID 463075, 2010;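 active means activation, meaning protection from cell death, of at least 50% relative to plate controls; inactive means activation below 50%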;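 further: necroptosis triggered by 40 ng/mL TNF-alpha added together with compound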
p47phox inh: p47phox/p22phox peptide binding inhibitors, primary screen, biochemical, uHTS, NADPH oxidase regulatory subunit; Neutrophil cytosol factor 1 (Homo sapiens), P14598; fluorescence polarization, 2 h; inhibition, % at 24.7 µM; 220,000 compounds, 0.53% hits; AID 1274, 2008;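 active means inhibition above about 30%, limit read from the data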;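 further: 0% = p47phox with labelled peptide and 100% = labelled peptide alone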
CHOP inh: inhibitors of CHOP promoter induction, primary screen, cell-based, unfolded protein response, luciferase reporter; CHO-K1 CHOP-promoter luciferase, tunicamycin-induced, 15-18 h; inhibition, % at 10 µM; 220,000 compounds, 3.8% hits; AID 2732, 2010;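 active means compounds that reduced the stress-induced luciferase reporter signal by more than about 70% of percent inhibition, limit read from the data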;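 further: 0% = tunicamycin plus vehicle and 100% = wells without tunicamycin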
TRPML3 agonist: human TRPML3 channel agonists, primary screen, cell-based, HEK293 TRPML3-YFP, Fluo-8 calcium fluorescence, 3 µM. Mucolipin-3 (Homo sapiens), Q8TDD5. 220,000 compounds, 0.29% hits. activation, % at 3 µM. 100% = the carbachol control signal;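 active means activation above its plate's cutoff, the mean activation of the plate's test wells plus 3 SD, cut at about 12% in these data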;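 further: 0% = DMSO only wells and 100% = carbachol wells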
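Test system: HEK293 cells stably carrying human TRPML3-YFP; Doses: single dose, 3 µM final nominal compound, 0.3% DMSO final; Schedule: dye loading 1 h 37 °C then 30 min ambient, 125 s read; Technique: Fluo-8 calcium fluorescence; Benchmarks: high control carbachol 87 µM, low control DMSO.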
EBV gp42 block: Epstein-Barr virus gp42 inhibitors, primary screen, biochemical, uHTS, fluorescence polarization. inhibition, % (tested at 21.74 µM). Fluorescence polarization binding assay, mP read-out. 220,000 compounds, 0.42% hits. AID 1085, 2008. Glycoprotein 42 (Epstein-Barr virus (strain AG876)), Q1HVG2; in the data active means inhibition above about 50%
Target sequence (Q1HVG2 whole entry, looked up): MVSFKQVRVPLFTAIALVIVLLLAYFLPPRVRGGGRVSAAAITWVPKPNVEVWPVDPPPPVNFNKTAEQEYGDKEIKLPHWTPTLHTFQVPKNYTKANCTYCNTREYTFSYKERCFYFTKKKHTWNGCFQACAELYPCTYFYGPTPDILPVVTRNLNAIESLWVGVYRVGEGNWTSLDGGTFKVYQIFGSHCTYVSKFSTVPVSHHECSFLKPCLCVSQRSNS
Runt-SMMHC FRET: inhibitors of RUNX1 Runt–CBFb-SMMHC binding, primary screen, biochemical, FRET, Cerulean-Runt, Venus-CBFb-SMMHC, uHTS; Cerulean-Runt/Venus-CBFb-SMMHC FRET ratio 530/480, 1 h; inhibition, % at 20 µM; 220,000 compounds, 0.74% hits; AID 1434, 2008;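 active means mean inhibition across duplicate retests at 20 µM reaching about 50%, limit read from the data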;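 further: 0% = DMSO wells and 100% = wells with excess untagged CBFb-SMMHC; inhibitors lower the FRET ratio by blocking Runt binding to CBFb-SMMHC; some results filed as inactive read as strong as hits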
Target sequence (Q01196 whole entry, looked up): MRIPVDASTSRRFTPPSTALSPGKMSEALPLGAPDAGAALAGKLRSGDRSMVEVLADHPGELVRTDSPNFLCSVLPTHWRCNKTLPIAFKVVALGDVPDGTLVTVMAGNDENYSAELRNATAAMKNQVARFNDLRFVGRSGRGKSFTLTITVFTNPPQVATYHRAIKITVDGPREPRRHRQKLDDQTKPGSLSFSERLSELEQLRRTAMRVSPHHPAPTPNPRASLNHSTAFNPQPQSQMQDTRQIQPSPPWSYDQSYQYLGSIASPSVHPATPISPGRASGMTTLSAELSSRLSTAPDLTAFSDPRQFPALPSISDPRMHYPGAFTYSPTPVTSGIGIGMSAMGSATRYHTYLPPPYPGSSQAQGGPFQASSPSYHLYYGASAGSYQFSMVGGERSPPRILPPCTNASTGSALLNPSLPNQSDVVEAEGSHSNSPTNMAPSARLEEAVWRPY
Target sequence (Q13951 whole entry, looked up): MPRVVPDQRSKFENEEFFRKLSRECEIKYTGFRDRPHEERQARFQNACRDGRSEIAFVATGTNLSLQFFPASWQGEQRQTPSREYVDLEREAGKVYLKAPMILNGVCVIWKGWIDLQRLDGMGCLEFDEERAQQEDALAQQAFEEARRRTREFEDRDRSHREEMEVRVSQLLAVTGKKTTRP
MDM2 E3 inh: MDM2-luciferase reporter signal enhancers, primary screen, MDM2 E3 ligase inhibitor project, cell-based, luminescence, 1536-well; 210,000 compounds, 0.11% hits; signal enhancement, % at 5 µM; E3 ubiquitin-protein ligase Mdm2 (Homo sapiens), Q00987; cell-based MDM2 ubiquitination luciferase reporter, 2 h; 0 = plate control, 100 = twice control, blank-subtracted;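 active means signal enhancement of 30% or more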;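 further: luminescence tracks abundance of the self-degrading MDM2-luciferase fusion protein; higher signal means inhibition of MDM2 E3 ligase activity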
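Assay system: stable mammalian line carrying autodegrading MDM2–luciferase fusion reporter; amount: 2000 cells seeded into each well; buffer or medium: DMEM; benchmarks: plate control and blank wells; signal: luciferase luminescence; timing: 2 h compound exposure at 37 °C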
PPC-1+TRAIL kill: compounds killing PPC-1 cancer cells with TRAIL present, primary screen, TRAIL potentiator project, ATPLite luminescence, uHTS; PPC-1 cells + TRAIL, ATPLite viability luminescence; cell killing (% activity), % at 4 µM; 220,000 compounds, 0.41% hits; AID 1443, 2008;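 active means cell killing above 50% in the first pass at 4 µM, then a duplicate retest at 5 µM averaging 50% or more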;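 further: plate controls were cells with TRAIL plus DMSO for no effect and medium-only wells lacking cells for full effect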
An asterisk follows results filed as active; . = not tested or not shown.

Value order: TRPN1 ag, TNF death inh, p47phox inh, CHOP inh, TRPML3 agonist, EBV gp42 block, Runt-SMMHC FRET, MDM2 E3 inh, PPC-1+TRAIL kill
Oc1ccc(Br)cc1-c1nc2cnccn2c1NC1CCCCC1
    -1.3, -2.7, -6, 98*, 0.7, 7, -28, -4, 17
Cc1c(Br)c(C(F)(F)F)nn1CC(=O)NCc1ccccc1
    -1.3, 1.9, 2, 6, -0.2, -5, 3, -5, 31
Cc1ccccc1NC(=O)COC(=O)Cc1cccc(C(F)(F)F)c1
    -1.2, 0.9, -7, -9, -1.1, 5, -1, -9, 16
COc1ccc(CC(=O)Nc2ccc(S(=O)(=O)Nc3cc(C)on3)cc2)cc1
    1.2, 0.7, -5, 18, 0.7, -1, -2, -14, 23
Cc1occc1C(=O)NNC(=O)C(c1ccccc1)c1ccccc1
    1.5, -1.2, -8, 26, -0.4, -13, 1, 1, 0
c1ccc2c(c1)Cn1nc(Cc3nc4c(s3)CCCC4)nc1-2
    0.6, -1.9, 0, 1, 0.2, -11, 4, -14, 11
O=C(Nc1cccc(C(F)(F)F)c1)c1ccc2nc(N3C(=O)CCC3=O)sc2c1
    0.4, -3.2, -10, 54, -0.7, -20, -3, -5, 15
COc1ccccc1NC(=S)N1CCC(c2nc3ccccc3o2)CC1
    1.0, -1.0, -25, -6, 0.1, -25, -2, -13, 21
O=C(Cc1ccccc1)N[C@@H](Cc1ccc(O)cc1)C(=O)O
    ., -1.3, -13, 4, ., -6, 1, 15, 27
OCc1nc2ccccc2n1CC(O)Cn1ccc2ccccc21 (centres undefined)
    0.1, -2.5, 7, 25, 1.5, -5, -8, 7, 26
COc1ccccc1-c1ccc(SCc2ccccc2F)nn1
    -1.8, 0.1, -5, 38, 0.0, 6, 0, -10, 5
CCn1c2ccccc2c2cc(NC(=O)COC(=O)Cc3cn4ccsc4n3)ccc21
    -0.7, -0.5, -1, -17, -0.7, -12, 5, -13, -8
CCCCn1nnnc1SCC(=O)c1ccc(C)c(C)c1
    -0.2, -0.6, 2, 31, -1.0, -18, -2, -7, 14
CCN1CCc2c(OCC(=O)N3CCCc4ccccc43)cccc2C1=O
    1.7, 1.1, 0, 26, 2.6, 3, -1, -21, 26
Cc1ccc2cc(C=O)c(N(C)C)nc2c1
    0.1, 1.2, 1, 4, 0.3, 7, -10, -5, 10

The list continues:
Value order: TRPN1 ag, TNF death inh, p47phox inh, CHOP inh, TRPML3 agonist, EBV gp42 block, Runt-SMMHC FRET, MDM2 E3 inh, PPC-1+TRAIL kill
COc1ccccc1C1CC(c2ccco2)=NN1c1ccccc1 (centres undefined)
    0.4, -2.6, -27, 30, 0.7, -27, -139, -4, -6
CC(=O)c1cnc2n(c1=O)CCS2
    0.8, 0.0, -5, 24, 0.6, 1, 3, 1, 1
CSc1nc2c(c(C(F)(F)F)n1)CC(C)CC2 (centres undefined)
    -1.1, -1.3, 0, 24, -1.2, -7, -2, 8, -24
Cn1c(NC(=O)c2ccc(Cl)cc2Cl)cc(=O)n(C)c1=O
    1.9, -1.3, -17, 61, 0.4, -21, -4, -13, 11
O=c1oc2ccccc2cc1-c1nnc(NCc2ccco2)s1
    1.2, -1.3, -12, 17, 0.9, -16, -111, -21, -4
O=C(Nc1ccc(OC(F)(F)F)cc1)Nc1cccc([N+](=O)[O-])c1
    13, -11, -14, 106*, 4.1, 4, -2, -61, 28
Cc1cc(C)nc(NC2=NCC(=O)N2c2ccccc2Br)n1
    0.6, 0.8, -17, 16, 0.5, -11, 2, -27, .
COCCNC(=O)C(c1ccc(C)cc1)N(C(=O)C(=O)NC1CCCC1)c1ccc2c(c1)OCCO2 (centres undefined)
    0.7, -0.5, -13, -1, 0.9, 2, -5, -19, 14
CCC(C)c1ccc(S(=O)(=O)N2CCN(C(C)CC(=O)O)CC2)cc1 (centres undefined)
    -0.1, 0.6, -2, 5, -0.2, -9, -3, -8, 10
COc1ccc(N2CCN(C(=O)Nc3ccccc3Cl)CC2)cc1
    0.6, 1.5, 0, -7, 0.7, -18, -1, 6, 24
COc1cccc(NCc2cc(=O)oc3cc(-c4ccccc4)c(O)cc23)c1
    1.5, 1.5, -28, 82*, 1.0, 8, -48, -15, 17
COC(=O)c1ccccc1NC(=O)NC1CCCC1
    -2.2, -0.3, 1, 19, -0.2, -8, -26, 2, 6
Cc1c(C(N)=O)c(N)c(C(=O)c2ccccc2)n1-c1ccccc1
    1.9, -3.5, -12, -9, 0.5, -23, -2, -16, 8
O=S(=O)(c1cnc(Cl)c(Cl)c1)N1CCN(c2ncccn2)CC1
    2.0, 1.0, -7, -32, 1.0, -15, 0, -13, 24
N#CC1=C(N)NC(SCc2ccccc2)=C(C#N)C12CCCCC2
    3.8, -8.3, -19, 44, 2.1, -15, -2, 6, -1

Record cards, from the list above:
Profile of O=S(=O)(c1cnc(Cl)c(Cl)c1)N1CCN(c2ncccn2)CC1 = TRPN1 ag: 2.0; TNF death inh: 1.0; p47phox inh: -7; CHOP inh: -32; TRPML3 agonist: 1.0; EBV gp42 block: -15; Runt-SMMHC FRET: 0; MDM2 E3 inh: -13; PPC-1+TRAIL kill: 24
Profile of CCC(C)c1ccc(S(=O)(=O)N2CCN(C(C)CC(=O)O)CC2)cc1 (centres undefined) = TRPN1 ag: -0.1; TNF death inh: 0.6; p47phox inh: -2; CHOP inh: 5; TRPML3 agonist: -0.2; EBV gp42 block: -9; Runt-SMMHC FRET: -3; MDM2 E3 inh: -8; PPC-1+TRAIL kill: 10

(next part)
Value order: TRPN1 ag, TNF death inh, p47phox inh, CHOP inh, TRPML3 agonist, EBV gp42 block, Runt-SMMHC FRET, MDM2 E3 inh, PPC-1+TRAIL kill
Cc1cc(S(=O)(=O)Nc2c(C)nn(C)c2C)c(Cl)cc1Cl
    2.8, -0.6, 3, 32, 0.6, -11, -6, -22, 8
CCc1nnc(NC(=O)CSc2nnc(COc3ccc(C)cc3)n2-c2ccccc2)s1
    -0.5, -1.5, -8, 64, -0.3, 2, -3, -6, -16
COc1ccc(NC(=O)c2cccc(Cn3cc(Br)cn3)c2)cn1
    3.4, 13, -7, 0, 0.1, 7, 2, -17, -1
COc1ccccc1NC(=O)NCc1ccc2c(c1)OCO2
    -0.7, -0.2, -9, 20, 0.2, -4, -1, -13, 20
Cc1cc(C(=O)CSc2n[nH]c(N)n2)c(C)n1-c1cccc(F)c1
    -0.8, -3.8, -5, 2, -0.2, -7, 2, -6, 19
O=C1COc2ccc(C(=O)CSc3nnnn3-c3ccccc3)cc2N1
    3.3, -5.8, -6, 14, -0.6, -22, 1, -30, 4
O=[N+]([O-])c1ccc(N2CCCCC2)cc1NCCOc1ccccc1
    1.5, 1.9, -4, 10, 0.2, -8, -4, -11, -16
CC1(C)Cc2nc3sc(C(N)=O)c(N)c3cc2CO1
    -0.4, -1.3, -17, -26, 0.9, -11, 1, -12, -10
N#Cc1ccc(C(=O)Nc2ccc(N3CCN(C(=O)c4ccco4)CC3)cc2)c(F)c1
    1.7, 1.4, -27, 46, 1.8, -23, -4, -4, 18
CCC(Sc1nc(N)cc(=O)[nH]1)C(=O)Nc1cc(C)on1 (centres undefined)
    -1.4, -0.6, -1, -5, -0.9, -12, 3, -5, 6
Cc1cccc(C)c1NC(=O)CCN1C(=O)C2C3CCC(C3)C2C1=O (centres undefined)
    -0.3, -3.3, -6, 0, -0.5, -10, -2, -5, 12
N#Cc1nc(COc2ccc(F)cc2)oc1N1CCCCC1
    -2.7, 0.7, -5, 11, -1.5, -10, -2, -2, 9
Cc1ccc(-c2nnc(NCc3nc4ccccc4[nH]3)c3ccccc23)cc1S(=O)(=O)N1CCOCC1
    -0.9, 2.4, -64, 35, -0.1, -16, -2, -1, 20
CC(C)CC(=O)Nc1ccc(Nc2ccccc2)cc1
    0.6, 0.8, -5, 11, -0.6, -9, 8, ., 6
O=C(COc1ccc(Cl)cc1[N+](=O)[O-])N1CCCCC1
    -1.4, 1.1, -6, -38, 0.1, -15, -2, -3, 6

Remaining list, next part
Value order: TRPN1 ag, TNF death inh, p47phox inh, CHOP inh, TRPML3 agonist, EBV gp42 block, Runt-SMMHC FRET, MDM2 E3 inh, PPC-1+TRAIL kill
O=c1cc(N2CCCCC2)c(-c2ccccc2)n[nH]1
    1.9, -1.1, 15, 17, 0.6, -6, 0, -10, -23
COc1ccc(NS(=O)(=O)c2ccc(NC(=O)C(CCSC)NC(N)=O)cc2)cc1 (centres undefined)
    1.6, 1.9, -30, 2, 1.0, -13, 0, ., 25
CC(=O)N1CCN(CCN=CC2=C(O)CC(C)(C)CC2=O)CC1
    2.0, -1.2, -3, -4, 1.0, -7, 1, -19, 15
Cc1cccc(NC(=S)NCCc2c[nH]c3ccccc23)c1
    -0.2, -6.7, -302, -7, 0.2, -7, 1, ., 3
O=C(c1cnn(-c2nc3ccccc3s2)c1)c1ccccc1O
    0.5, 1.4, -7, 54, 0.3, -8, 1, -41, 8
CNC(=S)N/N=C/c1ccc(-c2ccc(C(=O)O)cc2)o1
    2.0, -25, -12, 3, 0.7, -1, 4, -7, 5
COC(=O)C1=C(C)N(c2ccc(C(=O)OC)cc2)C(=O)C1
    0.1, -1.6, -7, 25, 0.8, 2, -3, -49, 17
COc1ccc(C[C@H]2CN3C(=NC[C@@H]3Cc3ccc(O)cc3)N2CCNC(=O)c2ccc(C)c(Br)c2)cc1
    -2.2, -12, -2, 12, 0.0, -8, 2, ., 15
CC(OC(=O)c1cccc(NS(C)(=O)=O)c1)C(=O)Nc1ccc(N2CCOCC2)cc1 (centres undefined)
    0.3, -1.4, -10, 5, 0.4, -22, 2, 5, -14
Cc1cccc(OCc2n(CC(=O)OC3CC(C)CCC3C(C)C)c3ccccc3[n+]2C)c1 (centres undefined)
    -2.5, -14, 20, 109*, -0.1, -11, 2, -13, 21
